Nrf2 activator – activators of Nrf2 (ARE) signaling | AREc32 ARE-luciferase reporter (MCF7-derived line), luminescence, 24 h | Potency, µM (top dose mostly 46.1 µM), without a hit: top-dose activation, actives largely listed as activators | 0.31% of 410,000 active; note: % of control where 0% means no effect; nearly all actives have a fitted effect of over 65% in size
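For detection, Steady-Glo was added and plates sat 30 min at RT; before that, AREc32_Fluc cells grown overnight in OPTI-MEM/5% FBS had been treated with 23 nL compound for 24 hr at 37 deg C.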
TGFb SMAD3 inh – inhibitors of TGF-b signaling. Potency, µM (doses to about 46.1 µM), inactives show at the top dose activity, negative = inhibition, usual class: inhibitors. HepG2 CAGA-GFP TGF-b/SMAD3 reporter, GFP fluorescence, 18 h; TGF-beta stimulated, 500 pg/mL final. 1.2% of 410,000 active. AID 588855; note: % is set by controls: 0 for no effect and ±100 for the full control effect; nearly all actives have a fitted effect of over 65% in size
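GFP signal (ex488/em500-530) from TGF-beta-stimulated HEPG2 CAGA-GFP cells, 500 pg/mL final, 18 h at 37 degrees C in DMEM plus 1% FBS, normalized to unstimulated and DMSO-stimulated controls.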
A549 viability – kills or reduces viability of A549 cells in Nrf2 counter-screen; Potency, µM (highest dose often 46 µM), for the others: top-dose activity change, negative = cytotoxicity, hits mostly inhibitors; A549 ARE-Fluc cells, CellTiter-Fluor viability, 18-24 h; 0.16% of 390,000 active; note: % is set by controls: 0 for no effect and ±100 for the full control effect
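A549 ARE_Fluc cells in 5% FBS OPTI-MEM were exposed to compounds in concentration-response for 18-24 h at 37 deg C. Viability was read by CellTiter-Fluor fluorescence (Ex 405/Em 525) after 30 min, before the luciferase read.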
ATXN2 expr inh – inhibitors of ATXN2 expression; HEK-293 ATXN2-luciferase reporter, luminescence, 24 h; Potency, µM (highest dose often 57 µM), inactives show at the highest dose activity change, negative = inhibition, usual class: inhibitors; 0.72% of 360,000 active; note: % is set by controls: 0 for no effect and ±100 for the full control effect; nearly all actives have a fitted effect of over 55% in size
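ATXN2-luciferase reporter cells (luciferase flanked by upstream and downstream ATXN2 gene portions) were treated 24 h at 37 °C with compounds at up to 57 uM. SteadyGlo luminescence gave expression; GF-AFC fluorescence gave viability.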
HepG2 viability – counter-screen for TGF-b inhibitors: cytotoxicity in HepG2 cells; AID 588856; Potency, µM (series often up to 46.1 µM), without a hit: at the highest dose activity change, negative = cytotoxicity, hits mostly cytotoxic; HepG2 CAGA-GFP viability, ATP luminescence, 18 h; 0.76% of 410,000 active; note: some results filed as inactive show a strong effect at the top dose
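CellTiter-Glo luminescence gave cytotoxicity after 18 hours at 37 degrees C. The cells were HepG2 CAGA-GFP in 1% FBS DMEM, stimulated with 500 pg/mL TGF-beta after compound addition. %Activity was normalised to no-cell wells (complete cell-killing) and DMSO (no toxicity), and curves were fitted and classified.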
EPAC2 antagonist – blocks human EPAC2 exchange factor. Q8WZA2. EPAC2 GEF exchange of Rap1B-BODIPY-GDP, fluorescence. Potency, µM (highest dose often 114 µM), for inactives: at the top dose activity, negative = inhibition, actives largely listed as inhibitors. 0.18% of 360,000 active. AID 720708; note: % is set by controls: 0 for no effect and ±100 for the full control effect; nearly all actives have a fitted effect of over 45% in size; many of its hits are not listed in these tables
Target sequence (Q8WZA2 whole entry, looked up): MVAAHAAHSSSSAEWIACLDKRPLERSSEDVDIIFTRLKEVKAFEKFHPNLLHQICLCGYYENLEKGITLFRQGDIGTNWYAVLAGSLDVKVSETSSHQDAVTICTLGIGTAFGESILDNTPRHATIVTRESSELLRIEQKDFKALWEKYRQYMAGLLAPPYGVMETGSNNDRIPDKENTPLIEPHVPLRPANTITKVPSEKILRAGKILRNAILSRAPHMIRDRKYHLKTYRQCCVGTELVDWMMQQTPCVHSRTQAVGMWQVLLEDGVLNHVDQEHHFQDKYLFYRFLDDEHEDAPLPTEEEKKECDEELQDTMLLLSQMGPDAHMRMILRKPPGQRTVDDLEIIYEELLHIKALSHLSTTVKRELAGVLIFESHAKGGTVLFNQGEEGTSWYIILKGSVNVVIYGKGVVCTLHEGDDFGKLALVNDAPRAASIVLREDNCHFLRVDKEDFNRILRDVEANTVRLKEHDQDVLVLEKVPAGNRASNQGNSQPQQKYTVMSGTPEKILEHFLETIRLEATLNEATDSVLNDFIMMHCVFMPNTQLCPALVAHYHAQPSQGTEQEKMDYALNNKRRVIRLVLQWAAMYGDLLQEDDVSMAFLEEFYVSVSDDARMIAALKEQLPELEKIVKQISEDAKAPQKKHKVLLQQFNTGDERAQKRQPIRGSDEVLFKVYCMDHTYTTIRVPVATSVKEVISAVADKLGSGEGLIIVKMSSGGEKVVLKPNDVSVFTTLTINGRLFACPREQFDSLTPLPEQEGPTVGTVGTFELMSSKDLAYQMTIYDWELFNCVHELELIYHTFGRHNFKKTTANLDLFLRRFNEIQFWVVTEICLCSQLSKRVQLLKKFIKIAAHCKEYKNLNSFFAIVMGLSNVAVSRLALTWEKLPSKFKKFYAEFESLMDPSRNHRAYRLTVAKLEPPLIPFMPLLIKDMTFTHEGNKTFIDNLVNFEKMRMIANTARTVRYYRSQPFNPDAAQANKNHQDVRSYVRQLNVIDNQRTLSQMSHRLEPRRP
Nrf2 block – Nrf2 pathway inhibition | A549 ARE-Fluc reporter, luciferase luminescence, 18-24 h | Potency, µM (titrated, usually from 46 µM), without a hit: at the highest dose activity change, negative = inhibition, actives largely listed as inhibitors | 2.1% of 360,000 active; note: % is set by controls: 0 for no effect and ±100 for the full control effect; nearly all actives have a fitted effect of over 60% in size
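Cells were seeded and rested 2 h, then exposed to compounds for 18-24 h. CellTiter-Fluor was read first as a viability measure. BugLite was added 15 min before the final luminescent read of ARE-luciferase activity in A549 cells.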
MCF10A rereplic – induces DNA re-replication in MCF 10a normal breast cells; MCF 10A DNA re-replication, Hoechst nuclear intensity, 48 h; Potency, µM (series often up to 46.1 µM), for inactives: top-dose activity, positive = re-replication, usual class: activators; 2.9% of 350,000 active; note: % of control where 0% means no effect; nearly all actives have a fitted effect of over 50% in size
ATXN viability – reduces viability in counter-screen for ATXN expression inhibitors | 0.49% of 400,000 active | S2 cells (HEK-293 line with an ATXN2-luciferase reporter) viability, CellTiter-Fluor protease fluorescence, 24 h | Potency, µM (titrated, usually from 56.7 µM), actives largely listed as cytotoxic; note: nearly all actives have a fitted effect of over 40% in size
Starred values were filed as active, the others as inactive; i = inactive; ? = inconclusive; . = no result given; & = joins results of further samples; [ ] = another dose, or the depositor's remark. Calls come from the whole dose curve; as a rule, active = well fitted curve in the direction sought with a large enough effect; inconclusive = small, poorly fitted or top-dose-only effect, or another doubt; inactive = no such curve, though single readings can be large; an effect the other way counts as inactive or inconclusive. Potency is the fitted concentration of half-maximal effect. An excerpt; the hit share may differ from the screen's.

SMILES	Nrf2 activator	TGFb SMAD3 inh	A549 viability	ATXN2 expr inh	HepG2 viability	EPAC2 antagonist	Nrf2 block	MCF10A rereplic	ATXN viability
COc1cc(CNC(C)C23CC4CC(CC(C4)C2)C3)ccc1OCC(=O)NC(C)(C)C (configuration not stated)	10%	?	-3%	-38%	-59%	2%	9%	18%	?
COc1ccc(C(=O)NCCS(=O)(=O)N2CCc3ccccc3C2)cc1	0.0%	4%	22%	9%	-1%	-12%	1%	3%	i
O=C(NCCOc1ccccc1Cl)c1cccc2c1C(=O)c1ccc(Cl)cc1S2(=O)=O	-1.1%	27%	?	?	31%	10%	?	?	.
N#Cc1c2n(c3c(N)ncnc13)CCCCC2	0.3%	18%	-4%	-8%	-2%	-2%	1%	0%	i
O=C(C1CCN(S(=O)(=O)c2cccnc2)CC1)N1CCN(c2ccccc2Cl)CC1	-1.0%	2%	6%	-8%	-2%	-3%	.	-20%	i
COc1ccc(NS(=O)(=O)c2ccc(N/N=C/c3ccc(N4CCOCC4)cc3)c([N+](=O)[O-])c2)cc1	-0.3%	4%	-11%	-9%	2%	-7%	-9%	8%	i
CCN(CC)c1ccc(/C=N/NC(=O)Nc2nonc2N)cc1	2.0%	-7%	6%	22%	-11%	-1%	1%	14%	i
COc1cc(C(=O)OCCCN2CCCN(CCCOC(=O)c3cc(OC)c(OC)c(OC)c3)CC2)cc(OC)c1OC	9.3%	25%	?	-10%&10%	-43%	-20%	?	?	?
COc1ccc(C2C(C(=O)N3CCN(C)CC3)c3ccccc3C(=O)N2C2CCCCC2)cc1 (configuration not stated)	0.2%	5%	3%	-5%	-18%	16%	6%	3%	i
CCOc1ccc(-n2c(C)nc3cc(C(=O)NCCN4CCOCC4)ccc32)cc1	-0.7%	-21%	1%	0%	-14%	-2%	.	-13%	i
CC1CCCN(CCCNC(=O)CN2C(=O)COc3ccccc32)C1 (configuration not stated)	-0.1%	8%	8%	9%	-2%	2%	8%	8%	i
C/C(=N\NC(=S)NC(C)C)c1ccc2c(c1)OCCO2	4.2%	?	11%	-2%	-65%	7%	9%	?	i
S=C(NCc1ccco1)Nc1ccc(Oc2ccc(Cl)cc2)cc1	3.2%	16µM*	10%	0%	-22%	-10%	-7%	7.3µM*	i
Cc1nn(C)cc1C(=O)Nc1ccc2c(c1)OCCO2	-0.3%	10%	0%	-13%	-7%	4%	15%	-8%	i
COC(=O)c1sc(NC(=O)CCCn2nc([N+](=O)[O-])cc2C)c(C(=O)OC)c1C	0.3%	-2%	4%	-7%	3%	-18%	-12%	4%	i
COCCN(CC1CCCN(C2Cc3ccccc3C2)C1)C(=O)CCC(C)=O (configuration not stated)	-0.6%	2%	-5%	-3%	-31%	3%	-12%	-5%	i
Cc1ccc(-c2cn(-c3cccc(Cl)c3)c(S(=O)(=O)CC(=O)Nc3ccccc3F)n2)cc1	11%	?	-16%	51%[activator]	-13%	.	?	.	i
CN(C(=O)c1cccc(NC(=O)Cc2ccc(NC(=O)C3CCCN(C(=O)C4CCC4)C3)cc2)c1)C1CC1 (configuration not stated)	8.8%	-1%	6%	16%	-17%	4%	-13%	-10%	i
O=C(CSc1oc(-c2ccccc2)nc1S(=O)(=O)c1ccc(Cl)cc1)c1ccccc1	7.9%	1%	13%	8%	-8%	.	-14%[9.27 µM]	.	i
CCOC(=O)N1CCC(NC(=O)c2cnn3c2NC(c2ccco2)CC3C(F)(F)F)CC1 (configuration not stated)	0.2%	3%	0%	3%	-19%	10%	-20%	?	i
COc1ccc(OC)c(NC(=S)N2CCCC2)c1	-1.1%	-7%	1%	2%	1%	-2%	2%	6%	i
Cc1cc(/C=C2/C(=O)N(C)C(=S)N2C)c(C)n1C1CC1	9.8%	-16%	-7%	.	-10%	4%	?	5%	i
O=C(C[n+]1ccc(/C=N/O)cc1)NC(=O)Nc1ccccc1	2.0%	14%	-3%	8%	11%	1%	1%	?	i
NC(=Nc1ccc(N)cc1)C(N)=Nc1ccc(N)cc1	0.2%	-5%	2%	-5%	9%	-1%	-10%	?	i
CN1CCCN(C(=O)c2cccc(Br)c2)CC1	-0.7%	-25%	6%	-7%	10%	16%	27%	8%	i

Part of the list above, with bars between the fields:
SMILES | Nrf2 activator | TGFb SMAD3 inh | A549 viability | ATXN2 expr inh | HepG2 viability | EPAC2 antagonist | Nrf2 block | MCF10A rereplic | ATXN viability
COC(=O)c1sc(NC(=O)CCCn2nc([N+](=O)[O-])cc2C)c(C(=O)OC)c1C | 0.3% | -2% | 4% | -7% | 3% | -18% | -12% | 4% | i
COCCN(CC1CCCN(C2Cc3ccccc3C2)C1)C(=O)CCC(C)=O (configuration not stated) | -0.6% | 2% | -5% | -3% | -31% | 3% | -12% | -5% | i
Cc1ccc(-c2cn(-c3cccc(Cl)c3)c(S(=O)(=O)CC(=O)Nc3ccccc3F)n2)cc1 | 11% | ? | -16% | 51%[activator] | -13% | . | ? | . | i
CN(C(=O)c1cccc(NC(=O)Cc2ccc(NC(=O)C3CCCN(C(=O)C4CCC4)C3)cc2)c1)C1CC1 (configuration not stated) | 8.8% | -1% | 6% | 16% | -17% | 4% | -13% | -10% | i
O=C(CSc1oc(-c2ccccc2)nc1S(=O)(=O)c1ccc(Cl)cc1)c1ccccc1 | 7.9% | 1% | 13% | 8% | -8% | . | -14%[9.27 µM] | . | i
CCOC(=O)N1CCC(NC(=O)c2cnn3c2NC(c2ccco2)CC3C(F)(F)F)CC1 (configuration not stated) | 0.2% | 3% | 0% | 3% | -19% | 10% | -20% | ? | i
COc1ccc(OC)c(NC(=S)N2CCCC2)c1 | -1.1% | -7% | 1% | 2% | 1% | -2% | 2% | 6% | i
Cc1cc(/C=C2/C(=O)N(C)C(=S)N2C)c(C)n1C1CC1 | 9.8% | -16% | -7% | . | -10% | 4% | ? | 5% | i
O=C(C[n+]1ccc(/C=N/O)cc1)NC(=O)Nc1ccccc1 | 2.0% | 14% | -3% | 8% | 11% | 1% | 1% | ? | i
NC(=Nc1ccc(N)cc1)C(N)=Nc1ccc(N)cc1 | 0.2% | -5% | 2% | -5% | 9% | -1% | -10% | ? | i
CN1CCCN(C(=O)c2cccc(Br)c2)CC1 | -0.7% | -25% | 6% | -7% | 10% | 16% | 27% | 8% | i

An excerpt from above with just TGFb SMAD3 inh and Nrf2 block.
Compound	TGFb SMAD3 inh	Nrf2 block
COC(=O)c1sc(NC(=O)CCCn2nc([N+](=O)[O-])cc2C)c(C(=O)OC)c1C	-2%	-12%
COCCN(CC1CCCN(C2Cc3ccccc3C2)C1)C(=O)CCC(C)=O (configuration not stated)	2%	-12%

New compounds follow.
SMILES	Nrf2 activator	TGFb SMAD3 inh	A549 viability	ATXN2 expr inh	HepG2 viability	EPAC2 antagonist	Nrf2 block	MCF10A rereplic	ATXN viability
Cc1cccc(Nc2nnc(C)c(=O)n2N)c1	-0.2%	-3%	2%	0%	1%	-5%	9%	-10%	i
COCCNc1cc(C)nc2cc(-c3ccc(C)cc3)nn12	3.0%	-5%	0%	28%	-1%	-6%	14%	?	.
Cc1nc2cccnc2n1-c1cccc(C(=O)NCc2cccc(Cl)c2)c1	0.8%	-24%	14%	.	-18%	.	-12%	.	.
CC/C(=N\NC(=O)Nc1ccccc1)c1ccccc1	-1.5%	2%	6%	-21%	-24%	-13%	-34%	13%	i
COCC(C)NS(=O)(=O)c1ccc(NC(=O)c2ccccn2)cc1 (configuration not stated)	4.3%	-6%	-1%	.	-7%	5%	5%	0%	i
OCC(O)CSc1nc(-c2ccccc2)nc2c1CCC2 (configuration not stated)	0.2%	-3%	1%	-14%	-3%	-2%	-1%	1%	i
O=C(CN1C(=O)c2ccccc2S1(=O)=O)NCCc1ccccc1	1.9%	-26%	3%	-18%	-2%	3%	-7%	-4%	i
O=S(=O)(Nc1nccs1)c1ccc(NS(=O)(=O)c2cccs2)cc1	-0.3%	-5%	1%	0%	11%	3%[57.1 µM]	10%	2%	i
COc1cccc(NC(=O)CS(=O)(=O)Cc2nc(-c3ccc(C)cc3)oc2C)c1	1.5%	2%	-15%	-8%	-7%	2%	26µM*	7%	i
O=C(CSc1nnc(-c2ccccn2)n1Cc1ccccc1)NC1CCCC1	0.2%	17%	1%	-3%	-15%	-1%	2%	4%	i
O=C(CN(Cc1ccccc1)C(=O)CCC(=O)Nc1nccs1)NCC1CCCO1 (configuration not stated)	-0.4%	-10%	4%	0%	-20%	10%	-4%	-2%	i
Cc1nn(CC(=O)NCCN2CCOCC2)c(=O)c2ccccc12	0.4%	-1%	-2%	1%	-19%	11%	0%	0%	i
CCN(CC)C(=O)CSc1nnc(CCNC(=O)OC(C)(C)C)o1	-0.2%	2%	.	4%	-13%	-4%	7%	1%	i
COc1cccc(-c2nnc(SCC(=O)N3CCc4ccccc43)o2)c1	11%	2%	0%	-3%	3%	.	1%	.	i
NS(=O)(=O)c1cccc(NC(=O)CCCC2CCCCC2)c1	-1.3%	?	-4%	0%	-5%	0%	-21%	?	i
COc1ccc(C(C)=O)cc1CSc1ccc(S(=O)(=O)N2CCCCC2)cn1	2.3%	?	-6%	-11%	-3%	-20%	14%	11%	i
C=CCn1c(SCC(=O)NCC(=O)OCC)nnc1-c1cccc(OC)c1	2.0%	43%[activator]	-8%	-1%	-23%	-3%	7%	-13%	i
CC(=O)c1cc(C)ccc1OC(=O)CCN1C(=O)C2C3c4ccccc4C(c4ccccc43)C2C1=O (configuration not stated)	-0.5%	-2%	-7%	3%	4%	0%	.	-22%	i
O=C(CC1SC(N2CCCCC2)=NC1=O)Nc1cccc(C(=O)NCc2ccccc2)c1 (configuration not stated)	-0.4%	?	1%	0%	1%	12%	-4%	2%	i
O=C(Nc1cccc2ccccc12)c1cn(-c2ccccc2)nc1-c1cccs1	0.4%	-4%	-3%	2%	-6%	-5%	-11%	?	i
